NPY-Y1 PAM-ag = potentiates or activates human NPY-Y1 receptor; NPY-Y1 expressing cells, potentiator/agonist activation; activation, % at 3.6 µM; 220,000 tested, 0.37% active; AID 1304; in the data active = activation above about 33%, passing the limit was not always enough;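 note: cells stimulated with NPY at EC10 then isoproterenol at EC100; 0% = low agonist plus stimulus and 100% = saturating agonist plus stimulus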
p97 inhibitor = blocks human p97 ATPase activity; recombinant p97 ATPase, Kinase-Glo ATP luminescence, 3 h; inhibition, % at 8 µM; 220,000 tested, 0.42% active; AID 1481; in the data active = inhibition above about 15%;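 note: 0% = DMSO vehicle and 100% = wells lacking enzyme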
RBBP9 inhibitor = blocks human serine hydrolase RBBP9. 220,000 tested, 0.2% active. recombinant RBBP9, FP-Rh probe fluorescence polarization. AID 1515. inhibition, % at 7.94 µM. O75884;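 active = inhibition above the campaign mean of all tested compounds plus 3 SD, cut at about 14% in these data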;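 note: plate controls were DMSO wells with RBBP9 for no effect and wells lacking RBBP9 protein for full effect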
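Material: RBBP9 protein. Amount: RBBP9 at 2.5 µM in dispensed solution, before mixing. Schedule: 30 min then 45 min, 25 °C. Medium: Tris buffer pH 8.0, NaCl, Pluronic. Measured by: fluorescence polarization. Measure: percent inhibition from mP, scaled between DMSO and no-protein wells. Replication: one well per compound.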
Hck-Nef inh = human Hck-Nef kinase inhibition | P08631 | 220,000 tested, 0.68% active | Recombinant Hck-YEEI plus Nef, Z-Lyte FRET kinase assay | inhibition, % at 20 µM;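 active = Hck-Nef kinase inhibition above about 50%, limit read from the data; inactive = inhibition below that limit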;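 note: 0% = DMSO with Hck plus Nef and 100% = Hck alone without Nef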
NPY-Y2 PAM-ag = human NPY-Y2 potentiation or agonism, primary screen; P49146; cells expressing NPY-Y2, potentiator/agonist read-out; activation, % at 3.6 µM; 220,000 tested, 0.45% active; AID 1359; in the data active = activation above about 27%;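 note: cells stimulated with NPY near EC25 plus isoproterenol at EC100; 0% = vehicle plus submaximal agonist and 100% = vehicle plus saturating agonist; some results beyond the cut were filed as inactive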
Target sequence (P49146 whole entry, looked up): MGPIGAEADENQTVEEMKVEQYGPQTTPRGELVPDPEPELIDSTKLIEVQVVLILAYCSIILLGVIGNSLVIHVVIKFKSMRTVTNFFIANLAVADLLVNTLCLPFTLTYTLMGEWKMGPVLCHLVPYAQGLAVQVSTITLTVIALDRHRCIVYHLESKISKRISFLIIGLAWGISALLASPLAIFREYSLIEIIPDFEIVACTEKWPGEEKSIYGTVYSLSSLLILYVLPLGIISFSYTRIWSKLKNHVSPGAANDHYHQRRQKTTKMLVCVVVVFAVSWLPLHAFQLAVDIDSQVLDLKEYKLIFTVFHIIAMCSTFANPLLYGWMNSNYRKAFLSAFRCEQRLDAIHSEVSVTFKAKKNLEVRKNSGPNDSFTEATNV
Mdm2 ligase inh = blocks human Mdm2 ubiquitin ligase activity. Q00987. cell-based MDM2 ubiquitination luciferase reporter, 2 h; 0 = plate control, 100 = twice control, blank-subtracted. signal enhancement, % at 5 µM. 210,000 tested, 0.11% active. AID 1230;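 active = signal enhancement of 30% or more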;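 note: luminescence tracks abundance of the self-degrading MDM2-luciferase fusion protein; higher signal means inhibition of MDM2 E3 ligase activity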
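Test system: stable mammalian line carrying autodegrading MDM2–luciferase fusion reporter; quantity: 2000 cells in each well; times: 4 h cell settling then 2 h compound exposure, 37 °C; detection: luminescence with SteadyLite reagent, 15 min at room temperature; evaluation: percent signal gain over controls, blank-subtracted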
Runt-SMMHC FRET = blocks binding of human RUNX1 Runt domain to CBFb-SMMHC | Q01196+Q13951 | inhibition, % at 20 µM | AID 1434 | 220,000 tested, 0.74% active | Cerulean-Runt/Venus-CBFb-SMMHC FRET ratio 530/480, 1 h;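 active = mean inhibition across duplicate retests at 20 µM reaching about 50%, limit read from the data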;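 note: 0% = DMSO wells and 100% = wells with excess untagged CBFb-SMMHC; inhibitors lower the FRET ratio by blocking Runt binding to CBFb-SMMHC; some results filed as inactive read as strong as hits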
Target sequence (Q01196 whole entry, looked up, the tested form may be a part): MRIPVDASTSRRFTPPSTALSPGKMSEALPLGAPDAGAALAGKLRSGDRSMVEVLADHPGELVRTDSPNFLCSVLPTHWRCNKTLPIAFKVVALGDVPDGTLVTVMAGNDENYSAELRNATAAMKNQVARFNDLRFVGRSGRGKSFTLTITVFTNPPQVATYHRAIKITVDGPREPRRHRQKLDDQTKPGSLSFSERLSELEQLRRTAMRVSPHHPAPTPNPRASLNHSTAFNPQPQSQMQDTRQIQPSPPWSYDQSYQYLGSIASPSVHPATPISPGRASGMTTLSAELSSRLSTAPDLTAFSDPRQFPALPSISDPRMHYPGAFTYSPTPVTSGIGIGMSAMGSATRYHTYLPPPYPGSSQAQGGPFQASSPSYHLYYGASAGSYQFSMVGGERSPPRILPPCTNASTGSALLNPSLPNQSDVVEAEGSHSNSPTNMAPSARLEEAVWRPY
Target sequence (Q13951 whole entry, looked up, the tested form may be a part): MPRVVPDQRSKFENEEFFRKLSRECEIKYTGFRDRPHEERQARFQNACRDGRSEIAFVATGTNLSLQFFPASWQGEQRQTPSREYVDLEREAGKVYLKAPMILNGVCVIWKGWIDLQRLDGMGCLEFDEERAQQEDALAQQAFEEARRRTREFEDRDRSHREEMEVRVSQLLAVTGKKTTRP
NPY-Y1 antag = NPY-Y1 (human) receptor antagonism; P25929; HEK293-CNG Y1 cells, membrane potential fluorescence; NPY at EC95, then isoproterenol; inhibition, % at 3.6 µM; 200,000 tested, 1% active; AID 1040;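 active = inhibition above the campaign mean inhibition of all tested compounds plus 3 SD, cut at about 20% in these data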;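 note: 0% = DMSO wells given NPY plus isoproterenol and 100% = isoproterenol alone without NPY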
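Assay system: HEK293 cells with Y1 receptor plus CNG channel | Probe or stimulus: NPY (25 nM), isoproterenol (1 µM), Ro 20-1724 (25 µM) | Timing: Compound incubation 1 h at room temperature, readout 45 min post-stimulation | Measured by: Membrane-potential fluorescent dye readout | Benchmarks: High control isoproterenol alone, low control NPY with isoproterenol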
Runt-CBFb FRET = blocks binding of human RUNX1 Runt domain to CBFb. Cerulean-Runt/Venus-CBFb FRET ratio 530/480, 1 h. inhibition, % at 20 µM. 220,000 tested, 0.46% active. AID 1496;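 active = inhibition over about 50% at 20 µM in the single-dose screen, limit read from the data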;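 note: 0% = DMSO wells and 100% = excess unlabeled CBFb competitor control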
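Assay system: Cerulean-Runt domain / Medium: Tris 50 mM pH 7.5, KCl, K2SO4, 0.01% BSA / Timing: protein complex preformed 1 h, compound exposure 1 h, room temperature, dark / Measured by: FRET, excitation 422 nm, emission at 530 and 480 nm / Evaluation: loss of energy transfer signal / Control set: 5 µM unlabeled CBFb as full-inhibition high control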
The depositor's hits bear a star; / = not tested or not shown.

SMILES	NPY-Y1 PAM-ag	p97 inhibitor	RBBP9 inhibitor	Hck-Nef inh	NPY-Y2 PAM-ag	Mdm2 ligase inh	Runt-SMMHC FRET	NPY-Y1 antag	Runt-CBFb FRET
CCOC(=O)c1cc(CC)sc1NC(=O)CSc1nc2ccccc2c(=O)n1Cc1ccco1	-35	4	-1	6	7	-11	-1	6	-1
CC1CC(C)CN(C(=O)CSc2nc(N)cc(=O)[nH]2)C1 (stereo unspecified)	-7	2	-11	0	-4	-2	-1	-1	1
CCN1C(=O)S/C(=C/c2cn(C)c3ccccc23)C1=O	-17	1	-4	5	-5	13	4	9	0
COc1cccc(-n2ccnc2SCC(=O)N2CCCc3ccccc32)c1	5	-1	-6	2	-11	-3	1	-2	1
COc1ccc2c(c1)[N+](C)(C)C(C)(C)C=C2C	-10	0	1	3	5	-3	10	0	-2
Cc1cc(C)cc(NC(=S)N2CCN(c3ccc(F)cc3)CC2)c1	6	9	-7	-1	-7	2	3	2	2
Cc1onc(-c2ccccc2)c1CNC(=O)Nc1ccc(C(F)(F)F)cc1	14	2	-16	12	2	-97	1	/	0
O=C(Cc1cc(=O)[nH]c(=O)[nH]1)N1CCN(C(=O)c2ccco2)CC1	0	2	-6	-4	-5	-5	1	-1	-1
COc1ccc(N2CCN(c3ncnc4c3nnn4Cc3ccccc3Cl)CC2)cc1	4	3	0	8	-2	-22	-11	1	-2
CC1CC(C)CN(C(=O)Nc2ccc(Br)cc2)C1 (stereo unspecified)	3	0	3	23	11	-7	0	3	-1

Filtered by structure, the compounds so far with fluorine.
SMILES	NPY-Y1 PAM-ag	p97 inhibitor	RBBP9 inhibitor	Hck-Nef inh	NPY-Y2 PAM-ag	Mdm2 ligase inh	Runt-SMMHC FRET	NPY-Y1 antag	Runt-CBFb FRET
Cc1cc(C)cc(NC(=S)N2CCN(c3ccc(F)cc3)CC2)c1	6	9	-7	-1	-7	2	3	2	2
Cc1onc(-c2ccccc2)c1CNC(=O)Nc1ccc(C(F)(F)F)cc1	14	2	-16	12	2	-97	1	/	0

Later entries:
SMILES	NPY-Y1 PAM-ag	p97 inhibitor	RBBP9 inhibitor	Hck-Nef inh	NPY-Y2 PAM-ag	Mdm2 ligase inh	Runt-SMMHC FRET	NPY-Y1 antag	Runt-CBFb FRET
Cc1cc(C)c(OCC(=O)Nc2nc3ccccc3[nH]2)c(C)c1	-10	4	-8	17	-10	-9	-1	17	0
CCOc1cc(OCC)nc(S(C)(=O)=O)n1	-11	13	5	0	-4	4	3	-4	-2
O=C1CCC(CCC(=O)N2CCCC(C(=O)c3ccc(Cl)cc3)C2)=NN1 (stereo unspecified)	8	4	-6	21	8	-9	0	1	1
COc1ccc(-c2ccc(SCC(=O)N3CCN(c4ccccc4)CC3)nn2)cc1	24	8	-4	17	8	-1	-3	4	-2
Cc1ccc(-c2nn(-c3ccccc3)cc2C(=O)Nc2ccc(C)c(S(=O)(=O)N3CCOCC3)c2)cc1	-6	-1	-10	-1	-7	-12	2	6	-6
O=C1NC(c2ccc(Br)cc2)=N/C1=C/c1ccco1	9	2	-5	4	20	-11	-14	-5	11
O=C1OC(Cc2ccccn2)C(=O)C1=C1SCCS1 (stereo unspecified)	-9	-2	-10	1	4	4	3	9	3
Cc1ccc(C(C(=O)NCc2ccco2)N(C(=O)CNC(=O)c2cccs2)c2c(C)cccc2C)cc1 (stereo unspecified)	-9	-6	-3	6	-3	-9	-6	3	-1
COc1cccc2cc(C(=O)NCCc3c[nH]c4ccccc34)c(=O)oc12	2	2	-3	-1	6	-3	-1	6	1
O=C(C(Cc1ccc(Cl)cc1)NS(=O)(=O)c1ccccc1)N1CC[C@@]2(O)CCCC[C@H]2C1 (stereo partly specified)	4	-2	-10	-1	13	-7	4	1	0
O=C(NCc1ccco1)c1cccn2c(=O)c3c4c(sc3nc12)CCCC4	-7	3	-4	5	9	-4	0	5	12
Clc1ccc(-c2c(C3=NCCCN3)nnn2-c2ccc(Cl)cc2)cc1	-7	3	-1	6	-28	-12	-4	/	0
O=C(CSc1ncn[nH]1)Nc1nc(-c2ccccc2)cs1	4	5	-3	-21	-20	-11	-7	-3	2
COc1ccc(CNS(=O)(=O)c2ccc(F)c(C(=O)Nc3ccccc3OC)c2)cc1	-7	4	-5	26	6	2	-5	-1	0
Cc1ccc2cc(C(c3nnnn3C(C)(C)C)N3CCCCCC3)c(=O)[nH]c2c1 (stereo unspecified)	5	0	-2	2	0	-1	-82	-1	-7
Cc1ccc(S(=O)(=O)Nc2ccc3c4c(cccc24)CC3)c(C)c1	-8	1	-5	0	-4	/	/	3	/
CCOC(=O)NC(=O)c1cn(Nc2ccccc2C(F)(F)F)c(=O)[nH]c1=O	-4	1	-7	7	5	-9	-2	/	-1
COc1ccccc1NC(=O)Cn1nnc(-c2ccccc2NC(=O)c2cnccn2)n1	11	6	1	33	7	-1	2	2	2
O=C(COC(=O)c1ccccc1O)Nc1cccc(S(=O)(=O)NC2=NCCCCC2)c1	-2	-2	-5	13	-23	-15	-1	/	2
Cc1ccc(OCc2n[nH]c(=S)n2-c2ccccc2)cc1	-35	0	-2	-8	-14	-5	9	0	5
Cc1oc2c(c1C(=O)Nc1ccc(C(=O)O)cc1)CCCC2	-1	1	-11	0	4	-5	-6	1	0
O=C(NC1CCCc2ccccc21)c1cccnc1 (stereo unspecified)	-9	5	-6	1	-5	-5	1	8	0
C=CCn1c(SCC(=O)Nc2nnc(CC)s2)nnc1-c1ccco1	11	4	1	-12	3	-21	-1	-3	2
C=CCN(c1ccccc1)S(=O)(=O)c1c(C)[nH]c(=O)[nH]c1=O	-2	2	-2	5	7	-10	2	-1	1
COc1c(C)cc(C(=O)C2CCCN(C(=O)c3cc4nc(C)cc(C)n4n3)C2)cc1C (stereo unspecified)	-4	2	-1	-1	-3	-9	3	-2	-2
COc1ccc(C(=O)/C=C/c2ccccc2F)c(OC(=O)c2ccc([N+](=O)[O-])cc2)c1	-9	1	-6	0	-15	5	-2	4	-5
COc1cc(CO)ccc1Oc1nnnn1-c1ccc(C(N)=O)cc1	6	7	3	0	3	-1	-1	5	2
COC(=O)c1c(NC(=O)Cn2nc(C(F)F)cc2C(F)F)sc(C)c1C	-40	2	1	0	-21	-7	-5	8	2
O=C(Nn1c(-c2ccc(F)cc2)nc2ccccc2c1=O)c1cccnc1	11	1	-6	9	2	-10	0	-1	0
Cc1nn(C)c(C)c1S(=O)(=O)N(CC(=O)Nc1ccccn1)c1ccc(C(C)C)cc1	18	-1	3	0	5	-8	0	1	/
CCc1cc(=O)oc2cc(OCC(=O)N(CC)CC)c(Cl)cc12	-1	-3	-6	1	-10	-8	-2	5	4
Cc1ccsc1C(=O)c1sccc1C	7	3	4	4	-2	1	0	-2	-3
COc1ccc(C(=O)c2sc3nc(C)cc(-c4cccs4)c3c2N)cc1OC	10	7	-5	-4	-14	-9	-150	6	-66
O=C(/C=C/c1ccc([N+](=O)[O-])cc1)N1CCN(S(=O)(=O)c2cccs2)CC1	-15	11	-4	9	4	1	-7	/	1
O=C(CCCN1C(=O)c2ccccc2C1=O)Nc1c2c(nc3c1CCC3)CCC2	-18	1	-1	-1	-13	4	-10	3	-3
O=C(O)/C=C\C(=O)Nc1ccccc1C#Cc1ccc(Br)cc1	15	1	-10	2	4	-24	-4	-2	-1
CC1(C)CC(=O)c2cc(OCC(=O)N3CCCCCC3)ccc2O1	3	5	-2	2	-9	-33	2	-1	0
CCn1c2ccccc2c2cc(NC(=O)CCCN3C(=O)CCC3=O)ccc21	-2	3	0	14	20	-10	-3	-3	1
COc1ccc(S(=O)(=O)CCC(=O)N2c3ccccc3CC2C)cc1 (stereo unspecified)	-12	-2	-10	-3	2	-10	3	2	1
COc1ccccc1N=c1scc(-c2ccc3c(c2)NC(=O)CO3)n1CC1CCCO1 (stereo unspecified)	-3	0	-10	7	12	-18	1	0	0
CCCCNC(=O)c1cc2ccccc2s1	-19	-2	-5	16	-21	-12	5	7	0
Cc1ccc(Oc2ccc(C(F)(F)F)cc2[N+](=O)[O-])c([N+](=O)[O-])n1	-8	-3	-9	52*	16	-1	0	/	1
OC(CNCC1CCCO1)Cn1c2ccc(Br)cc2c2cc(Br)ccc21 (stereo unspecified)	17	11	-2	7	2	/	6	-6	-3
COc1cc(NC(=O)c2cccs2)cc(OC)c1	17	4	-7	0	-1	-5	4	-1	0
CC(C)N1CCC(N2CCN(C3CCCCC3)CC2CCO)CC1 (stereo unspecified)	-1	-2	-5	15	-21	-12	0	4	1
Cc1nc2cc(NC(=O)NCc3ccco3)ccc2o1	-17	7	-12	0	6	4	1	-6	-1
O=C(CCc1nc2ccccc2c(=O)[nH]1)OCc1ccccc1F	-6	-2	-9	2	3	-14	-1	2	-1
S=C(NCC1CCCO1)N1CCN(c2ccccc2)CC1 (stereo unspecified)	-11	3	1	21	8	-10	-6	3	1
O=[N+]([O-])c1cnccc1Nc1ccccc1	-5	-5	-1	-17	-2	/	10	0	0
C=CCOc1c2ccc(C(=O)NC3CCCc4ccccc43)cc2nn1C (stereo unspecified)	-14	-1	-11	0	-6	-8	-7	3	/

The closing two records of the section above come first, to join the parts:
SMILES	NPY-Y1 PAM-ag	p97 inhibitor	RBBP9 inhibitor	Hck-Nef inh	NPY-Y2 PAM-ag	Mdm2 ligase inh	Runt-SMMHC FRET	NPY-Y1 antag	Runt-CBFb FRET
O=[N+]([O-])c1cnccc1Nc1ccccc1	-5	-5	-1	-17	-2	/	10	0	0
C=CCOc1c2ccc(C(=O)NC3CCCc4ccccc43)cc2nn1C (stereo unspecified)	-14	-1	-11	0	-6	-8	-7	3	/
CCCC(=O)NC(=S)Nc1nc(-c2ccc(OC)cc2)cs1	7	-2	0	7	-5	0	-2	4	-1
Cc1cccc(N2CCN(C3=NC(=O)/C(=C\c4cn[nH]c4-c4ccccc4)S3)CC2)c1	-18	13	-1	1	-8	-7	0	5	-4
CC1CN(C(=O)c2cccc(COc3ccccc3Cl)c2)CC(C)O1 (stereo unspecified)	-24	-4	-2	-16	-4	-6	-1	4	-2
O=C(NN1CCOCC1)c1cccc2ccccc12	4	2	-2	6	-5	-11	-1	-1	-1
Cn1c(C(=O)N2CCC(C(N)=O)CC2)cc2c(=O)n(C)c3ccccc3c21	-11	-3	-4	0	3	-18	-2	-4	1
O=C(CSc1nccc(-c2ccc(Br)cc2)n1)NCCc1ccccc1	-14	-10	-10	-1	0	-41	0	3	-4
COc1ccccc1C(=O)NC(=S)Nc1ccc(NC(=O)c2cccs2)cc1	-7	8	-6	13	-12	-12	6	-2	1
